bIAP inh = bovine intestinal alkaline phosphatase inhibitors, primary screen, selectivity assay for TNAP inhibitor project, biochemical, bovine IAP, CDP-star luminescence | alkaline phosphatase, intestinal [Bos taurus] | purified bovine IAP, 30 min | inhibition, % at 20 µM | 190,000 tested, under 10 active;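 active means over 50% inhibition of intestinal alkaline phosphatase at 20 µM in the single-dose screen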
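System: Purified bovine intestinal alkaline phosphatase (IAP) enzyme | Input: IAP diluted 1/65,000,000 in the well | Also added: CDP-star chemiluminescent phosphatase substrate, 30 µM final | Dosing: 20 µM single dose | Times: Enzyme reaction for 30 min at room temperature | Detection: Luminescence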
TNAP inh noacc = human TNAP enzyme inhibitors, primary screen, biochemical, luminescent, no phosphate acceptor, uHTS; hit rate 0.26% among 200,000; inhibition, % at 20 µM; Alkaline phosphatase, tissue-nonspecific isozyme (Homo sapiens), P05186; purified TNAP, CDP-star luminescence, 30 min;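 active means tissue-nonspecific alkaline phosphatase inhibition above about 50% at 20 µM in the single-dose screen, limit read from the data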;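 further: 0% = DMSO negative control and 100% = EDTA positive control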
Target sequence (P05186 whole entry, looked up): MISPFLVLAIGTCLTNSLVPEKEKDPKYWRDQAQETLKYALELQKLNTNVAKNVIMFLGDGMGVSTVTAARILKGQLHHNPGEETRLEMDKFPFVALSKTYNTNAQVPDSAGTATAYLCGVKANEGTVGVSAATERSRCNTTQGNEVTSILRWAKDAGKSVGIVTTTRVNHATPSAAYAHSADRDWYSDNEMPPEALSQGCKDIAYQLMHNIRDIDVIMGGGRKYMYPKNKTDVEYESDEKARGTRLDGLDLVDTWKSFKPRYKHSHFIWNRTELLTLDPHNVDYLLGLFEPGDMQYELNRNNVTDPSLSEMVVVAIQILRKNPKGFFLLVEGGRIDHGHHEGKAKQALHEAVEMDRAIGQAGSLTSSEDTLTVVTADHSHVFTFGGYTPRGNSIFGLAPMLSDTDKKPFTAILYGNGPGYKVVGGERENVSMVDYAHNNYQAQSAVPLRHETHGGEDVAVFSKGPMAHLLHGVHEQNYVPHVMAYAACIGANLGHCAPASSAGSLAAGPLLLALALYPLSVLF
FLuc inhib CS = firefly luciferase enzyme inhibitors, primary screen, artefact control for luciferase-based inhibitor screens, biochemical, luminescence, ATPLite; hit rate 1.5% among 200,000; 10 min; inhibition, % at 10 µM; Luciferin 4-monooxygenase (Photinus pyralis), P08659;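 active means inhibition above about 50% when tested at 10 µM, limit read from the data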
Target sequence (P08659 whole entry, looked up): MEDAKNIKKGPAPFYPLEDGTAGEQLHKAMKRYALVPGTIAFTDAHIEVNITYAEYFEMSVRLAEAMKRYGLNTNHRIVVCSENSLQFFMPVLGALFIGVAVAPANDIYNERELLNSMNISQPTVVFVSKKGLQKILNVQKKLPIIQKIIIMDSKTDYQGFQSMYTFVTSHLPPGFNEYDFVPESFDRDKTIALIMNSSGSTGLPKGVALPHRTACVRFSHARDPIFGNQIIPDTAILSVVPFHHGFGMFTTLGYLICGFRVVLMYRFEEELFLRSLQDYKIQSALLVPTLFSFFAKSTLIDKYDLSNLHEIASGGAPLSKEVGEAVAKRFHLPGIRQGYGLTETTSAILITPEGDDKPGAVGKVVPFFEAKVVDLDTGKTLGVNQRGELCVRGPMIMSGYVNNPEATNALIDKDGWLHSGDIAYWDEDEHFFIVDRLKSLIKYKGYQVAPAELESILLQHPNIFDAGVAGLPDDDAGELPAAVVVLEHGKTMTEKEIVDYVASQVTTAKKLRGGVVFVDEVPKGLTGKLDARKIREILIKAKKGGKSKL
L major viab = Leishmania major promastigote growth inhibition, primary screen; Leishmania major promastigotes, resazurin fluorescence viability; hit rate 9% among 200,000; inhibition, % at 10 µM; AID 1063, 2008; in the data active means inhibition above about 50%;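 further: promastigotes grown with compound for 44 hours at 28 °C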
TNAP inh hi DEA = human TNAP enzyme inhibitors, primary screen, biochemical, luminescent, high phosphate acceptor level, uHTS; inhibition, % at 20 µM; hit rate 0.03% among 200,000; AID 1135, 2008; Alkaline phosphatase, tissue-nonspecific isozyme (Homo sapiens), P05186; purified TNAP, CDP-star luminescence, 1 M DEA;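 active means over 50% inhibition of tissue-nonspecific alkaline phosphatase at 20 µM in the single-dose screen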;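 further: plate controls were DMSO wells for no effect and EDTA-quenched wells as full inhibition for full effect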
APP transl inh = inhibitors of APP translation via 5'UTR reporter, primary screen, APP 5'UTR luciferase, SH-SY5Y cells | SH-SY5Y APP 5'UTR-luciferase reporter, luminescence | hit rate 0.82% among 190,000 | inhibition, % at 2 µM;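 active means inhibition above a set limit, derived from the sample mean plus 3 SD, cut at about 45% in these data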; further: values of inactives mirror those of a sister screen read the other way
FLuc act counter = FLuc activators, initial screening, artefact control for FLuc-dependent activation tests, biochemical, ATPlite luminescence. AID 1027, 2008. activation factor at 10 µM. ATPlite luciferase biochemical, 10 min; 0 = ATP-free wells, 1 = DMSO control. 200,000 tested, under 10 active;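 active means luciferase activation factor, scaled between plate controls, of at least 2 with compound at 10 µM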
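Assay system: Luciferase/luciferin detection reagent, cell-free biochemical luciferase assay / Also added: ATP substrate / Schedule: 10 min at ambient temperature / Measured by: luminescence measurement of luciferase light output / Benchmarks: low control with PBS replacing ATP, high control enzyme plus ATP without compound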
bIAP act = bovine intestinal alkaline phosphatase activators, primary screen, biochemical, bovine IAP, CDP-star luminescence; alkaline phosphatase, intestinal [Bos taurus]; purified bovine IAP, 30 min; stronger effect = higher value; fold of DMSO-control signal, blank-subtracted; activation factor at 20 µM; hit rate 0.17% among 200,000;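 active means activation factor of 2 or more at 20 µM, a signal rise over negative controls twice the positive control's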
RAM inhibit = inhibitors of the yeast RAM network, primary screen, dse1pr::URA3 reporter, 5-FOA selection | S. cerevisiae dse1pr::URA3 reporter, 5-FOA growth OD615, 2 d; analog-sensitive cbk1-as2 kinase mutant strain | inhibition, % at 50 µM | hit rate 1.8% among 190,000;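 active means inhibition above a set limit, 3 SD over mean compound inhibition, cut at about 8.4% in these data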;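 further: 0% = DMSO-only wells with no growth and 100% = 10 µM 1-NA-PP1 full growth; inhibition rescues growth on 5-FOA so higher OD means more RAM inhibition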
TNAP act hi DEA = TNAP activators at high phosphate acceptor level, primary screen, biochemical, luminescence, uHTS. activation factor at 20 µM. Alkaline phosphatase, tissue-nonspecific isozyme (Homo sapiens), P05186. purified TNAP, CDP-star luminescence, 1 M DEA, 30 min; stronger effect = higher value; 0 = EDTA background, 1 = DMSO-only activity. AID 1136, 2008. 200,000 tested, under 10 active;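 active means activation factor at least 2 at 20 µM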
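Measured by: Luminescent substrate turnover signal | Test system: Human TNAP | Input: TNAP 1/800 final | Dosing: 20 µM single point | Schedule: 30 min, room temperature | Controls: EDTA wells as negative control, DMSO wells as positive control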
* = called active by the depositor.

SMILES	bIAP inh	TNAP inh noacc	FLuc inhib CS	L major viab	TNAP inh hi DEA	APP transl inh	FLuc act counter	bIAP act	RAM inhibit	TNAP act hi DEA
Nn1c(SCC(=O)Nc2ccccc2F)nnc1-c1cccnc1	0	-15	-5	-11	-6	-9	1	1	1.6	1.1
CCN(CC)C(=O)CSc1ncnc2sccc12	-1	-11	-5	1	-1	10	1	1	0.6	1
CN(c1ccc(OCC(=O)OCC(=O)Nc2ccccc2F)cc1)S(=O)(=O)c1cccs1	-19	-15	-2	-3	-5	-5	1	1.2	7.6	1
CC(=O)Oc1ccc(N2C(=O)C3C4C=CC(C5CC45)C3C2=O)cc1[N+](=O)[O-] (stereo not given)	-27	-9	-6	-9	6	5	1.1	1.3	1.2	0.9
CN(C)CCNC=C(C(=O)Nc1ccc(Cl)cc1Cl)C(=O)Nc1ccc(Cl)cc1Cl	-5	1	1	13	4	-8	1	1	9.0*	1
CCOc1cc(C(N)=O)cc(Br)c1OC	10	-9	-4	7	-4	-6	1	0.9	2.1	1
CC1CCCC(C)N1c1nnc(NC(=O)Cn2c(=O)oc3ccccc32)s1 (stereo not given)	2	-5	23	-6	2	1	0.8	1	3.0	1
CNc1ccc(/C=C(\CCC(=O)O)c2nc3ccccc3s2)cc1[N+](=O)[O-]	2	13	-3	-7	29	-12	1	1	11*	0.7
O=C(CSc1nnc(-c2ccco2)o1)NCC(=O)c1ccccc1	3	-9	0	-5	-3	-19	1	1	1.1	1
CC1(C)Cc2c(C#N)c(OCC(=O)c3ccc(Cl)cc3)nc(-c3ccoc3)c2CO1	3	-8	0	-4	-4	-4	1	1	6.7	1
Cc1occc1C(=O)NNC(=O)COc1ccc(Br)cc1Br	24	-16	21	-5	-4	-1	0.8	0.8	3.6	1
COc1ccc(C(C)(C)C)cc1NC(=O)c1cc(S(=O)(=O)N(C)C)ccc1N1CCCC1	2	-1	-2	11	4	12	1	1	4.0	1
CCc1nc(-c2cc3ccc(C)cc3[nH]c2=O)no1	0	-5	21	15	-4	-20	0.8	1	0.0	1
Oc1ccc(Cl)cc1C=Nc1ccccc1Br	3	8	-4	-10	-1	-19	1	1	0.4	1
O=C(NCCCN1CCCC1)c1ccc2c(Cl)c3c(nc2c1)CCCC3	-17	0	-3	45	1	-18	1	1.2	0.2	1
COCc1cc(C)nc2sc(C(=O)NC3CCCCC3)c(N)c12	-2	-6	9	-4	6	-3	0.9	1	7.1	0.9
CC(=O)N(c1ccc(C)cc1)S(=O)(=O)c1ccc(Cl)cc1	4	-9	-5	8	-4	7	1	1	0.7	1
N#Cc1ccc(N/N=C/c2cn(-c3ccccc3)nc2-c2ccccc2)c([N+](=O)[O-])c1	5	13	5	-7	9	75*	1	1	3.8	0.9
COC(=O)C/C=C/[C@@H](C)[C@@H](/C=N/O[C@@H](C)c1cn([C@H](CO)Cc2ccccc2)nn1)NS(=O)(=O)c1ccc(C)cc1	-1	-6	-10	-5	-4	-3	1.1	1	0.3	1
Cc1cc(C)n(-c2nc3sc4c(c3c3nnc(SCC(N)=O)n23)CC(C)(C)OC4)n1	11	-15	-8	3	-6	-9	1.1	0.9	2.3	1.1
C=CCn1c(SC)nnc1C1COc2ccccc2O1 (stereo not given)	-4	7	-2	5	0	11	1	1	1.0	1
COc1ccccc1C(=O)O/N=C(\N)c1ccc(Cl)cc1	9	-6	17	7	0	-70	0.8	0.9	0.4	1
O=C(NCC1(N2CCOCC2)CCCCC1)c1cccc(S(=O)(=O)N2CCc3ccccc3C2)c1	-6	-3	-1	64*	0	7	1	1.1	-1.5	1
CCCN(CC1CC1)C(=S)NC(=O)C1CC1	-16	-2	-6	-2	3	0	1.1	1.2	-0.4	1
O=C(COc1ccc(/C=N/NC(=O)c2ccccc2O)cc1)Nc1ccccc1	-11	-14	11	-5	-3	10	0.9	1.1	2.0	1
COc1cccc(/C(C#N)=C/c2c(-c3ccc(Cl)cc3)nc3c(C)cccn23)c1	-4	4	-7	67*	-1	2	1.1	1	0.2	1
COc1ccc(N(CC(=O)N/N=C/c2cc(Br)c(C)o2)S(=O)(=O)c2ccc(NC(C)=O)cc2)cc1	-14	1	-4	-4	-2	-2	1	1.1	2.6	1
COc1ccc(-n2c(C)nn(C)c2=O)cc1	-2	-3	-10	-6	-8	3	1.1	1	0.5	1.1
Cc1ccccc1NC(=O)CCC(=O)OCCCC(F)(F)C(F)(F)F	6	-9	-6	-13	-2	-4	1.1	0.9	0.9	1
CC1(C)CC(CCC(=O)Nc2ccccc2Cl)C(=O)O1 (stereo not given)	5	-9	-4	-7	-4	-18	1	1	3.1	1
O=C(c1cccnc1)N1c2ccccc2Sc2ccccc21	7	27	-3	19	-3	-7	1	0.9	-0.1	1
O=C(CSc1nnc2ccc(-c3ccccn3)nn12)NCC1CCCO1 (stereo not given)	5	-5	-4	2	-2	2	1	0.9	1.2	1
O=C(Nc1ccccc1Cl)N1CCN(c2ccc3nnc(-c4ccccc4)n3n2)CC1	0	-5	-7	46	-7	-11	1.1	1	1.3	1.1
Cc1cc(C)c2c(N)c(S(=O)(=O)c3ccccc3)sc2n1	-3	-10	3	0	-3	-17	1	1	5.3	1
CCOC(=O)N1CCN(C(=O)c2cnn3c(C(F)F)cc(-c4ccc(C)cc4)nc23)CC1	9	-15	-6	0	0	7	1.1	0.9	7.7	1
O=C(Nc1ccc(Cl)cn1)c1cc2ccccc2o1	35	-12	64*	2	-1	-205	0.4	0.7	2.0	1
CCSc1nc(C)c(CCOc2cccc(C)c2)c(=O)[nH]1	10	-15	-6	-3	-3	-18	1.1	0.9	6.2	1
CCNC(=S)N1CCN(CC(=O)Nc2ccc(OC)cc2)CC1	2	-5	0	-3	0	-6	1	1	-0.1	1
CCOC(=O)C1CCN(C(=O)c2c(-c3ccccc3)noc2C)CC1	-8	-7	-4	-9	-4	1	1	1.1	0.2	1
COc1ccc(NC(=O)CS(=O)(=O)c2cn(CC(=O)N3CCOCC3)c3ccccc23)cc1	3	-11	-7	-6	-4	-10	1.1	1	1.4	1
CCn1cc(C(=O)O)c(=O)c2cc(F)c(N3CCN(C(=S)NC(=O)c4ccc(F)c(F)c4)CC3)cc21	-4	-1	-3	-4	-1	-17	1	1	4.6	1
Cc1cc(N2CCC(C)CC2)nc2ccc(N3C(=O)CCC3=O)cc12	-7	-8	0	-3	-4	3	1	1.1	2.7	1
COc1ccc(C2=CC(=O)N(Nc3ccccc3)C2=O)cc1	-12	-12	-3	7	0	1	1	1.1	1.2	1
O=C(CSc1nnnn1-c1ccccc1)N1CCc2ccccc2C1	12	-3	-12	-2	-5	-16	1.1	0.9	1.1	1.1
Cc1ccc(S(=O)(=O)Nc2nc3ccccc3s2)cc1	14	-27	-6	-9	-9	-8	1.1	0.9	4.1	1.1

14 entries already listed, sorted by count of non-hydrogen atoms, falling:
SMILES	bIAP inh	TNAP inh noacc	FLuc inhib CS	L major viab	TNAP inh hi DEA	APP transl inh	FLuc act counter	bIAP act	RAM inhibit	TNAP act hi DEA
COC(=O)C/C=C/[C@@H](C)[C@@H](/C=N/O[C@@H](C)c1cn([C@H](CO)Cc2ccccc2)nn1)NS(=O)(=O)c1ccc(C)cc1	-1	-6	-10	-5	-4	-3	1.1	1	0.3	1
COc1ccc(NC(=O)CS(=O)(=O)c2cn(CC(=O)N3CCOCC3)c3ccccc23)cc1	3	-11	-7	-6	-4	-10	1.1	1	1.4	1
COc1ccc(C(C)(C)C)cc1NC(=O)c1cc(S(=O)(=O)N(C)C)ccc1N1CCCC1	2	-1	-2	11	4	12	1	1	4.0	1
Cc1cc(C)n(-c2nc3sc4c(c3c3nnc(SCC(N)=O)n23)CC(C)(C)OC4)n1	11	-15	-8	3	-6	-9	1.1	0.9	2.3	1.1
COc1cccc(/C(C#N)=C/c2c(-c3ccc(Cl)cc3)nc3c(C)cccn23)c1	-4	4	-7	67*	-1	2	1.1	1	0.2	1
CNc1ccc(/C=C(\CCC(=O)O)c2nc3ccccc3s2)cc1[N+](=O)[O-]	2	13	-3	-7	29	-12	1	1	11*	0.7
O=C(CSc1nnc2ccc(-c3ccccn3)nn12)NCC1CCCO1 (stereo not given)	5	-5	-4	2	-2	2	1	0.9	1.2	1
CCOC(=O)C1CCN(C(=O)c2c(-c3ccccc3)noc2C)CC1	-8	-7	-4	-9	-4	1	1	1.1	0.2	1
O=C(CSc1nnc(-c2ccco2)o1)NCC(=O)c1ccccc1	3	-9	0	-5	-3	-19	1	1	1.1	1
COCc1cc(C)nc2sc(C(=O)NC3CCCCC3)c(N)c12	-2	-6	9	-4	6	-3	0.9	1	7.1	0.9
O=C(c1cccnc1)N1c2ccccc2Sc2ccccc21	7	27	-3	19	-3	-7	1	0.9	-0.1	1
COc1ccccc1C(=O)O/N=C(\N)c1ccc(Cl)cc1	9	-6	17	7	0	-70	0.8	0.9	0.4	1
CC1(C)CC(CCC(=O)Nc2ccccc2Cl)C(=O)O1 (stereo not given)	5	-9	-4	-7	-4	-18	1	1	3.1	1
O=C(Nc1ccc(Cl)cn1)c1cc2ccccc2o1	35	-12	64*	2	-1	-205	0.4	0.7	2.0	1

Continued.
SMILES	bIAP inh	TNAP inh noacc	FLuc inhib CS	L major viab	TNAP inh hi DEA	APP transl inh	FLuc act counter	bIAP act	RAM inhibit	TNAP act hi DEA
O=C1OC(NC(=O)c2ccccc2)C(n2cc(CO)nn2)=C1Cl (stereo not given)	13	-6	-1	-6	-8	8	1	0.9	0.6	1.1
Cc1ccccc1NC(=O)Cn1c(=O)sc2ccccc21	8	-4	-4	0	-6	-2	1	0.9	1.7	1.1
Cc1ccc(/C(N)=N/OC(=O)c2ccc3c(c2)OCO3)cc1	-15	-16	78*	51*	-2	-142	0.2	1.1	0.7	1
COc1ccc(N2CCN(CCCNC(=O)C3(S(=O)(=O)c4ccc(Cl)cc4)CC3)CC2)cc1	-5	-9	-9	-12	-1	9	1.1	1.1	0.8	1
COc1ccc(N/C=C\C(=O)c2ccc3c(c2)OCO3)cc1OC	-6	0	60*	88*	5	-6	0.4	1.1	1.7	1
Cc1cc(NC(=O)CCCC(=O)NCc2ccccc2)no1	-2	-2	0	-1	2	6	1	1	-0.4	1
Nc1ccc(C(=O)OCc2nc3ccccc3s2)cc1	31	-6	-1	1	1	-27	1	0.7	-0.5	1
